Screening data: PubChem, several laboratories
HDAC3 inhib: inhibitors of human histone deacetylase 3 | O15379 | recombinant HDAC3, fluorogenic peptide/trypsin coupled, fluorescence | inhibition, % at 8.3 µM | 320,000 compounds, 0.15% hits | AID 2718; in the data active = inhibition above about 26%, passing the limit was not always enough; inconclusive = no clear call, values can overlap the other calls
Platelet DG rel: modulates dense granule release in human platelets. human platelet-rich plasma, SFLLRN dense granule ATP release, luminescence. inhibition, %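 (compounds screened at 7.5 µM in platelet-rich plasma)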. 300,000 compounds, 0.22% hits;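 active = mean replicate score, as percent of positive control, at or above 50; inconclusive = mean below 50 but at least one replicate at or above 50; inactive = mean and every replicate below 50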
HSF-1 act: increases HSF-1 driven luciferase reporter signal; NIH3T3-HGL HSF-1 luciferase reporter, MG132, 8 h; 100% = twice DMSO control signal; activation, % at 9 µM; 300,000 compounds, 1.7% hits; AID 504408;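 active = mean replicate activation of at least 50% with a set share of replicates each reaching 50%; inconclusive = only one of those two conditions met; inactive = mean below 50% and too few replicates reaching it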;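 note: 0% = median of the neutral control wells and 100% = twice that signal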
AI-2 QS modul: modulators of Vibrio harveyi AI-2 quorum sensing system | Vibrio harveyi JMH597 AI-2 luminescence/OD600 ratio, 9 h; active compounds read low; strain lacks LuxN and CqsS sensors; 0 = neutral-control median | activity change, % at 7.5 µM | 300,000 compounds, 0.4% hits | AID 2094; in the data active = activity change below about -75%, passing the limit was not always enough; inconclusive = no clear call, values can overlap the other calls;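 note: luminescence divided by OD600 gain over 9 h not by final OD600 alone; inactives centre near 13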
GSK3B inh: inhibitors of human GSK3beta kinase. GST-GSK3beta kinase, ADP-Glo luminescence, 60 min; active compounds read low. activity score (negative = inhibition), % at 10 µM. 300,000 compounds, 0.038% hits. AID 2097;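 active = more than half of replicate wells score below -50%, meaning over 50% inhibition versus plate controls; inconclusive = some replicates but at most half score below -50%; inactive = no replicate scores below -50%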;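 note: 0% = median DMSO wells and -100% = median GW8510 positive control wells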
Target sequence (P49841 whole entry, looked up): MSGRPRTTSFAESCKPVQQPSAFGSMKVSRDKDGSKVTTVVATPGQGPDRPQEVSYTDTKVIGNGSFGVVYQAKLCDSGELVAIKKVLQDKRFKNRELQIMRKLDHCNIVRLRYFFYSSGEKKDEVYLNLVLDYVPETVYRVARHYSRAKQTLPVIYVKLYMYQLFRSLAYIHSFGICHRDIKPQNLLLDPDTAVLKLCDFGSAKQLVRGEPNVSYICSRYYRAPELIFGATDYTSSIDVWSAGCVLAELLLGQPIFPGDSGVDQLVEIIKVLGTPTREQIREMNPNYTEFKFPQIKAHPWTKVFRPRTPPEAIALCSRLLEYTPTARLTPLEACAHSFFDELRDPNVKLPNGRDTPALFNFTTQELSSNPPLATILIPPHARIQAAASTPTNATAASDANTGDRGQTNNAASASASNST
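Assay system: GST-tagged human GSK3beta kinase, cell-free; Input: 1.6 ng GSK3beta; Medium: Tris/MgCl2 kinase buffer; Timing: 60 min enzyme reaction, room temperature; Signal: ADP-Glo luminescence quantifying ADP generated by kinase; Evaluation: score relative to plate controls; Benchmarks: DMSO neutral wells and GW8510 at 20 µM as positive.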
HSP90 inh: inhibitors of HSP90 luciferase refolding in rabbit reticulocyte lysate; luciferase refolding luminescence, 3 h; inhibition, % at 5.6 µM; 290,000 compounds, 0.91% hits;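 active = inhibition above the screen-wide mean plus 3 SD, computed separately per campaign, cut at about 16% in these data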;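 note: 0% = DMSO wells and 100% = 60 µM geldanamycin wells; inhibitors lower the luminescence because luciferase stays unfolded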
PolyA inh: inhibitors of polyadenylation in S. cerevisiae. AID 1875. 300,000 compounds, 0.02% hits. calls only at 12 µM. S. cerevisiae SKY197-pL101 polyadenylation reporter, beta-gal luminescence; efflux-impaired pdr1/pdr3 knockout yeast; score 100 = 6 SD above DMSO;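 active = lowest replicate activity score at least 50, where 100 means six control SD above control mean; inconclusive = lowest score under 50 but half or more replicates reach 50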;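 note: yeast exposed to compound for 9 h at 30 °C; higher score means more reporter readthrough which indicates perturbed polyadenylation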
GSK3 alpha inh: human GSK-3 alpha kinase inhibition; inhibition, % at 10 µM; ADP-Glo luminescence, 60 min; P49840; 320,000 compounds, 0.1% hits; AID 2650;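 in the data active = inhibition above about 50%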;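 note: GST-tagged GSK-3 alpha with peptide substrate and 25 µM ATP; 0% = DMSO neutral wells and 100% = GW8510 positive control wells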
Target sequence (P49840 whole entry, looked up): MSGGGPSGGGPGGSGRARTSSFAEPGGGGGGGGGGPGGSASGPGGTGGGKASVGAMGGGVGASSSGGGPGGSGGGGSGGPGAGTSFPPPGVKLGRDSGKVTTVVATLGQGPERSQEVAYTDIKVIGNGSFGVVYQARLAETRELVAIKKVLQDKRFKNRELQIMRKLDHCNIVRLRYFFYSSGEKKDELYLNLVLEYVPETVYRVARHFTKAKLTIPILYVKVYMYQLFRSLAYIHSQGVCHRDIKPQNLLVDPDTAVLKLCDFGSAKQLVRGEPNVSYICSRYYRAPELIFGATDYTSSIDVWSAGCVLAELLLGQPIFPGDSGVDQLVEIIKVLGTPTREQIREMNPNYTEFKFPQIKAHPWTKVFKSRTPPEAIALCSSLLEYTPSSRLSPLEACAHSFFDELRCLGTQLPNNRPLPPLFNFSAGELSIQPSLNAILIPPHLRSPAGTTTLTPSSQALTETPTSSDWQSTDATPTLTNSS
HSF1 inh: HSF1 inhibition. 300,000 compounds, 0.77% hits. activity change, negative = inhibition, % at 7.5 µM (by protocol). NIH3T3-HGL HSE-luciferase, MG132-induced, luminescence 8 h; active compounds read low;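 active = more than half of replicate wells show activity change below -50%, luminescence cut by over half; inconclusive = some wells, but at most half, below -50%; inactive = no replicate well below -50%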;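 note: luciferase reports HSF-1 transcriptional activity via heat shock element; 0% = median of DMSO wells and -100% = zero luminescence signal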
DYRK1A inh: inhibitors of rat Dyrk1A kinase. Q63470. ADP-Glo luminescence, NFATc1 peptide. inhibition, % at 12.5 µM. 310,000 compounds, 0.43% hits; in the data active = inhibition above about 50%;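 note: plate controls were vehicle with enzyme for no effect and no enzyme for full effect; many of its hits are not listed in these tables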
Active calls of the source: *; i = inactive; ? = inconclusive; . = no result given.

DYRK1A inh,HSF1 inh,GSK3B inh,smiles,HDAC3 inhib,Platelet DG rel,GSK3 alpha inh,PolyA inh,AI-2 QS modul,HSP90 inh,HSF-1 act
-11,7,-1,COC(=O)C1(CCSC)NC(c2ccc(O)cc2)C2C(=O)N(c3ccc(F)cc3)C(=O)C21 (stereo not drawn),-1,-5,1,i,16,-2,17
-1,10,1,O=C(NC1CCCCCC1)c1ccccc1-c1ccccc1,0,2,2,i,4,2,13
8,4,-4,O=C(NCc1cccnc1)C(=O)C1C(=O)Nc2ccccc21 (stereo not drawn),-3,-27,0,i,25,4,7
-4,-1,0,COc1ccc(CCNS(=O)(=O)c2ccc(C(=O)NCc3ccco3)cc2)cc1OC,3,-3,-1,i,17,1,-1
9,17,1,CC(=O)Nc1ccc2c(c1)CCc1ccccc1-2,7,-1,-2,i,18,-2,36
2,-1,-1,CS(=O)(=O)N(CC(=O)NCC1CCCO1)c1cc(Cl)cc(Cl)c1 (stereo not drawn),3,3,-1,i,12,1,24
-3,-2,-5,Nc1nnc(SCC(=O)Nc2cc(S(=O)(=O)N3CCOCC3)ccc2Cl)s1,6,-4,-3,i,8,-2,13
-5,-1,-2,COc1ccccc1NS(=O)(=O)c1cc(NC(=S)NCCN2CCOCC2)ccc1N1CCOCC1,6,-4,-1,i,16,2,25
-4,11,-2,Cc1cccc(NC(=S)/N=C(\N)Nc2nc(C)c3ccc(C)cc3n2)c1,10,1,.,i,11,11,37
3,-1,3,O=C1c2ccccc2S(=O)(=O)N1CC1CC(c2ccccc2Cl)=NO1 (stereo not drawn),8,-11,-1,i,27,0,-5
1,-2,-2,CC1(C)Cc2c(sc3nc(SCC(=O)NCc4ccco4)n(-c4ccccc4)c(=O)c23)CS1,-3,-4,-18,i,33,-1,0
2,8,0,CN1C(=O)CSc2ccc(NC(=O)NCc3ccccc3)cc21,2,0,7,i,-56,0,1
5,1,1,O=C(Cc1ccccc1)NNS(=O)(=O)c1ccc(F)cc1,-1,0,-3,i,8,-5,6
3,6,-4,CCOc1ccc(CN(C(=O)c2oc3cc(C)ccc3c2C)C2CCS(=O)(=O)C2)cc1 (stereo not drawn),2,-5,0,i,9,0,3
-7,1,2,CN(C)c1cc(O)c(C(=S)Nc2ccccc2)c(N(C)C)c1,0,3,2,i,-4,0,29
-3,7,2,CCCOC(=S)NC(=O)c1sc2ccccc2c1Cl,7,3,0,i,3,-4,13
-4,-7,-1,COc1ccccc1Cn1c(=S)[nH]c2cc(C(=O)NCCCN3CCOCC3)ccc2c1=O,-6,-3,.,i,3,8,16
0,-3,-2,COC(=O)c1ccc(NC(=O)c2ccccc2NS(=O)(=O)c2ccccc2)cc1,-9,-7,1,i,-2,-5,1
4,12,-3,NC(=O)CC(NC(=O)Cc1ccc(Br)cc1)c1ccc(NCCc2ccccc2F)c([N+](=O)[O-])c1 (stereo not drawn),-2,1,2,i,13,.,11
-3,3,2,O=C(NCc1ccccc1)C1CCN(S(=O)(=O)N2CCOCC2)CC1,6,-5,-2,i,21,-1,9
2,-2,-8,C=C(C)COc1ccc(-c2[nH]ncc2-c2ccccc2OC)c(O)c1,0,5,-1,.,10,0,3
2,-3,-5,Cc1ccccc1N(CC(=O)NCCc1ccccc1)C(=O)CCC(=O)Nc1ccccn1,3,-15,3,i,-8,-3,0
-3,-3,-2,Cc1ccn2c(Nc3ccccc3C)c(-c3ccncc3)nc2c1,.,-2,.,i,7,-3,-14
-5,-7,3,CCOc1ccc(C(=O)NCC(=O)Nc2ccc(N3CCOCC3)cc2)cc1OCC,-1,-1,-1,i,25,-2,-3
3,-7,2,O=C(CCOc1ccccc1)Nc1ccc(S(=O)(=O)N2CCCC2)cc1,4,0,6,i,-23,1,-5

Later entries
DYRK1A inh,HSF1 inh,GSK3B inh,smiles,HDAC3 inhib,Platelet DG rel,GSK3 alpha inh,PolyA inh,AI-2 QS modul,HSP90 inh,HSF-1 act
-2,-6,1,Cc1cccc(N2CC(C(=O)Nc3nnc(SCC(=O)Nc4nccs4)s3)CC2=O)c1 (stereo not drawn),-1,-2,1,i,36,0,-4
9,-20,-1,Clc1ccc(CSc2nncn2-c2ccccn2)cc1,-10,9,-1,i,7,1,-29
4,6,0,O=C(Nc1ccc(Br)cn1)c1cccc2ccccc12,3,-23,-2,i,24,.,-2
9,-9,1,N/C(=N\OC(=O)CC1CCCCC1)c1ccccn1,0,-1,-3,i,10,-3,-14
-6,7,40,CCOc1ccc(C2SCC(=O)N2c2c(C)n(C)n(-c3ccccc3)c2=O)cc1 (stereo not drawn),1,2,-4,i,1,0,10
.,2,2,CCC(=O)Nc1cccc(NC(=O)c2ccc(C)cc2Cl)c1,5,3,-1,i,24,1,13
-1,-10,3,CC1=C(C(=O)O)N2C(=O)C(NC(=O)c3ccccc3Cl)C2SC1 (stereo not drawn),2,3,-1,i,1,3,-26
-2,-5,2,O=C(NNC1=C(C(=O)C(F)(F)F)CCC1)c1ccc(Br)cc1,11,-9,-1,i,70,-4,-7
2,-8,2,CCOc1ccc(-c2nnn(CC(=O)Nc3cc(OC)cc(OC)c3)n2)cc1OCC,1,4,-2,i,17,-2,-9
2,-3,-2,O=C(NCCNC(=O)c1ccccc1Cl)c1ccco1,4,2,-2,i,4,3,19
-1,-2,-1,O=C(Cn1cnc2c(oc3ccccc32)c1=O)NCCc1ccccc1,7,1,-5,i,13,1,-7
10,19,-11,N#Cc1c(N)[nH]c(=S)c(C#N)c1-c1ccccc1,-4,0,16,i,10,-1,30
5,-11,-2,COc1ccc(CN(CC(=O)NCCC(C)C)C(=O)CCC(=O)Nc2nccs2)cc1,2,0,14,i,-11,0,-15
-9,1,-1,Cc1ccc(CNC(=O)CCS(=O)(=O)c2cc3c(cc2Cl)NC(=O)CO3)cc1,-10,5,0,i,32,0,0
1,-8,1,O=C(NC(=S)N1CCN(c2ccc([N+](=O)[O-])cc2)CC1)c1ccc(F)cc1,?,0,1,i,22,-1,-7
-2,6,-4,Nc1nc(OCC(F)(F)F)cc(Oc2ccccc2F)n1,14,-14,0,i,15,-7,9
-4,-4,1,Cc1c(Cl)cccc1NC(=S)N1CCC(C(N)=O)(N2CCCCC2)CC1,0,-6,-5,i,13,-1,-6
2,6,-4,Cc1ccc(NC(=O)CCn2cnc3ccccc3c2=O)cc1Cl,-4,-55,-1,i,4,0,0
2,0,-5,O=C(NCc1ccc(N2CCCC2=O)cc1)c1ccc(F)cc1,5,-3,-2,i,16,2,-16
6,-5,-7,Cc1ccc(NC(=O)CCC(C(=O)O)N2C(=O)c3ccccc3C2=O)cc1 (stereo not drawn),3,3,-3,i,19,2,-7
1,-1,3,CN(CCOc1ccccc1)C(=O)C1CCC(=O)N(CCN2CCOCC2)C1 (stereo not drawn),-1,-4,-1,i,3,1,10
-3,-1,1,Cc1ccc(S(=O)(=O)N(C)c2ccc3ccccc3c2)cc1,-3,12,0,i,16,1,12
-3,-27,2,CCC(C)NC(=O)c1ccc(NS(=O)(=O)c2ccc3[nH]c(=O)[nH]c3c2)cc1 (stereo not drawn),-2,1,-1,i,6,1,-42
-1,-2,0,O=C(OC(C(=O)NCC1CCCO1)c1ccccc1F)c1ccco1 (stereo not drawn),0,-2,1,i,6,-1,-4
6,1,-2,COc1cccc(/C=N/NC(=O)Cn2nc(C)c([N+](=O)[O-])c2C)c1O,-12,0,-1,i,23,5,3

(continued)
DYRK1A inh,HSF1 inh,GSK3B inh,smiles,HDAC3 inhib,Platelet DG rel,GSK3 alpha inh,PolyA inh,AI-2 QS modul,HSP90 inh,HSF-1 act
-6,8,2,Cc1cc(SCC(=O)Nc2ccc(O)cc2)n2nc(C)c(-c3ccccc3)c2n1,0,-2,-1,i,0,1,26
-1,4,-2,O=C(N[C@@H](Cc1ccccc1)C(=O)OCc1ccccc1)c1nc[nH]c1C(=O)N1CCc2ccccc2C1,0,-3,-6,i,24,.,-17
-2,-3,2,COc1cc(CCC(=O)Nc2cc(C)cc(C)c2)cc(OC)c1OC,3,4,-2,i,30,-1,0
.,14,-1,Cc1ccc(C(=O)/C=C/c2c[nH]c3ccccc23)cc1,7,18,-2,i,0,1,40
1,0,1,O=C(NCC1CCCO1)C1CCCN(c2ncccn2)C1 (stereo not drawn),-2,-11,-1,i,33,-1,-6
5,-1,-1,c1ccc2c(c1)oc1c(NCCCn3ccnc3)ncnc12,-4,-9,.,i,9,2,6
-15,-5,-21,CN1CCN(NS(=O)(=O)c2ccc(Cl)s2)CC1,-20,1,-2,i,5,-2,-7
8,-7,0,Cc1ccc(Sc2ccc(C(=O)N(C)C)cc2[N+](=O)[O-])cc1,2,-15,-2,i,30,-1,-8
-2,.,-2,CCN(CC)CCCN1C(=O)C(=O)/C(=C(/O)c2ccc3c(c2)OCCO3)C1c1ccco1 (stereo not drawn),0,-8,-3,.,17,-6,.
-5,-2,1,COC(=O)C1=C(N)Oc2cc(C)n(Cc3cccnc3)c(=O)c2C1c1ccc(OC)c(OC)c1OC (stereo not drawn),13,-1,2,i,13,1,-11
-3,-2,2,O=C(CSc1ccc(-c2ccccc2)nn1)NC1CCCCC1,6,-8,-3,i,4,0,17
-1,8,-1,COC1CCCN(Cc2c(C(=O)N3CCc4ccccc4C3)nc3ccc(Cl)cn23)C1 (stereo not drawn),2,-6,-1,i,41,-3,9
-4,0,1,COc1ccc(C(C#N)Nc2ccc(C)cc2)cc1 (stereo not drawn),-2,-9,4,i,6,4,2
-1,4,-1,C/C(=C/c1ccccc1)C(=O)N1CCC(C)CC1,-5,8,2,i,17,-1,-2
0,6,-1,CCOC(=O)N1CCN(C(=O)c2ccc3nc(SCc4ccc(F)cc4)n(C)c3c2)CC1,7,3,12,i,40,1,16
-3,6,-6,CC(=O)C(C(C)=O)C1(O)C(=O)c2ccccc2C1=O,-7,8,9,i,23,-6,26
-1,-14,3,COCCN1CCC(CNCc2cn(-c3cc(C)ccc3C)nc2-c2ccccc2)C1 (stereo not drawn),6,-1,-2,i,3,3,-7
0,0,-1,CCn1c(SCC(=O)Nc2nccs2)nnc1-c1cc2cccc(OC)c2o1,.,-1,.,i,21,5,34
-2,11,0,Nc1ccc2c(c1)N=[N+]([O-])c1cc(N)ccc1C2,0,-1,-4,i,21,-1,36
-1,-3,0,CCCCn1c(N)c(Br)c(=O)[nH]c1=O,3,2,1,i,15,4,-4

Looked up above:
Under HSP90 inh, `O=C(Cc1ccccc1)NNS(=O)(=O)c1ccc(F)cc1` has the entry -5
Under HSP90 inh, `C/C(=C/c1ccccc1)C(=O)N1CCC(C)CC1` has the entry -1

An excerpt; rates above refer to the full screens.
